Screening results: PubChem, Sanford-Burnham Center for Chemical Genomics
MIN6 prolif = inducers of beta-cell replication in MIN6 cells; MIN6 cells proliferation, ATPlite luminescence, 48 h; cells starved in 0.2% serum; 100% = growth in 10% serum; proliferation, % at 10 µM; 0.29% of 330,000 active;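 active = compounds whose signal lies at least 3.5 SD above the mean of all wells on their plate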;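 note: 0% = DMSO-treated cells in low-serum medium and 100% = 10% serum control; some compounds called inactive have numbers as strong as hits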
SENP8 block-1 = SENP8 (human) protease inhibition; recombinant SENP8, Nedd8 substrate fluorescence; Q96LD8; inhibition, % at 20 µM; AID 602440; 0.64% of 360,000 active; in the data active = inhibition mostly above about 40%, no sharp cut-off; inactive = mostly below about 27%
SENP7 inh = SENP7 protease inhibition; Q9BQF6; recombinant SENP7, Z-RLRGG-aminoluciferin luminescence, 40 min; inhibition, % at 5 µM; 1.5% of 330,000 active; AID 434973;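 active = inhibition above about 50% at the single test dose, limit read from the data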;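 note: plate controls were DMSO with enzyme for no effect and no enzyme buffer wells for full effect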
Target sequence (Q9BQF6 706-1050 limits assumed): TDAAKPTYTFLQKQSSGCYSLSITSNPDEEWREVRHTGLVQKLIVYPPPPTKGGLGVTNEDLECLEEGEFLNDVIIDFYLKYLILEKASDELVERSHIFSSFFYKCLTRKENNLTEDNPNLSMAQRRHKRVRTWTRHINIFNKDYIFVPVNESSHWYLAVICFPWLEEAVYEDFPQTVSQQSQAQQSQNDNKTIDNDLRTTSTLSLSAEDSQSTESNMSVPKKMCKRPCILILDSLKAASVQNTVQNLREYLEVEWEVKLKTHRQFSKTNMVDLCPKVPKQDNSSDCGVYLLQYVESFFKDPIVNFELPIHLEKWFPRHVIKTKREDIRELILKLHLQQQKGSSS
UBC13 polyUb = blocks human UBC13 polyubiquitin chain formation; 0.47% of 330,000 active; AID 485273; P61088; inhibition, % at 20 µM; TR-FRET; in the data active = inhibition above about 45%, passing the limit was not always enough
PfGluPho inh = PfG6PD (Plasmodium falciparum) enzyme inhibition | PfGluPho enzyme, NADPH resazurin-diaphorase fluorescence | inhibition, % at 20 µM | 0.78% of 350,000 active;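 active = inhibition reaching at least a set limit at 20 µM in the primary screen, cut at about 59% in these data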;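 note: 0% = DMSO wells with substrate and 100% = DMSO wells lacking glucose-6-phosphate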
SENP8 block-2 = blocks the human protease SENP8. AID 2540. inhibition, % at 10 µM. 1.2% of 330,000 active. purified SENP8, Z-RLRGG-aminoluciferin cleavage, luminescence. Q96LD8; in the data active = inhibition above about 50%
HKDC1 inh = blocks human hexokinase HKDC1 activity | Q2TB90 | recombinant HKDC1, G6PDH/diaphorase resazurin coupled fluorescence | inhibition, % at 20 µM | 0.16% of 340,000 active;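 active = inhibition above about 35% when tested at 20 µM, limit read from the data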;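 note: plate controls were DMSO wells with enzyme for no effect and DMSO wells lacking enzyme for full effect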
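Test system: recombinant HKDC1 (HK5) hexokinase enzyme, produced in-house / Doses: 20 µM test compound, 1% DMSO / Timing: 90 min, room temperature / Detection: G6PDH/diaphorase-coupled fluorescence, 1 mM NADP, 100 µM resazurin, 525/613 nm / Control set: DMSO wells with and without enzyme mix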
SENP1 FRET inh = inhibitors of human SENP1 SUMO protease catalytic domain; AID 624204; 0.21% of 360,000 active; recombinant SENP1 catalytic domain, CyPet-SUMO1-YPet FRET cleavage; inhibition, % at 10 µM; Q9P0U3;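 active = inhibition at least 30% at 10 µM, raw YFP signal under a set limit, fluorescence ratio 0.5 to 1.5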;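 note: 0% = enzyme with DMSO and 100% = no enzyme wells; some results filed as inactive read as strong as hits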
Target sequence (Q9P0U3 419-644 limits assumed): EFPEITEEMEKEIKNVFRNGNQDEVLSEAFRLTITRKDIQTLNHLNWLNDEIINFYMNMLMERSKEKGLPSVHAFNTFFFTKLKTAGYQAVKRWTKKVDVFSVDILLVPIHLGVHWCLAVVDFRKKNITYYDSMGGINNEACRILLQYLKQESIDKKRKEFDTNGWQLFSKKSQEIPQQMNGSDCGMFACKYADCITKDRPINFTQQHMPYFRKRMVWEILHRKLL
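system = hSENP1 catalytic domain, recombinant | reagent = SFCypet-SUMO1-SFYpet substrate at 25 nM | doses = one dose per compound, 10 µM, 0.5% DMSO | incubation = enzyme reaction for 50 min at room temperature, dark | measured by = FRET, CFP and YFP emission | controls = no-enzyme low, enzyme-DMSO high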
SENP6 inh = blocks the human protease SENP6; inhibition, % at 10 µM; Recombinant SENP6 catalytic domain, aminoluciferin luminescence; 1.8% of 330,000 active; Q9GZR1;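 active = inhibition above about 50% at the single tested dose, limit read from the data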;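 note: plate controls were DMSO wells with enzyme for no effect and DMSO wells lacking enzyme for full effect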
Target sequence (Q9GZR1 628-1112 limits assumed): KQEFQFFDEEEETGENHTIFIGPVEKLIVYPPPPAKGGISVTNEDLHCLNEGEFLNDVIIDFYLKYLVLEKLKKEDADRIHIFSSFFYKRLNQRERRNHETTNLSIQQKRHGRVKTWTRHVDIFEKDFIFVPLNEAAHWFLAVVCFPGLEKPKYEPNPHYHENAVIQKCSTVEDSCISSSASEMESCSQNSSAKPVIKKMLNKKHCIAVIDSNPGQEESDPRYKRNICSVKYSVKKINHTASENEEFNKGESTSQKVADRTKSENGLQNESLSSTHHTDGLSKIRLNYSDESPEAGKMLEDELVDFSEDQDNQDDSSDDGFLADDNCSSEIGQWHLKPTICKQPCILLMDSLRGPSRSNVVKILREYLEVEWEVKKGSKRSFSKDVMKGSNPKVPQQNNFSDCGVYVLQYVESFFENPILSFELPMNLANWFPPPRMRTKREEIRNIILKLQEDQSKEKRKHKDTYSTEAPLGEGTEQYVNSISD
Starred values were filed as active, the others as inactive.

How did O=C(Nc1ccnn1C1CCN(CCCc2ccccc2)CC1)c1ccccc1Cl do in these assays?
MIN6 prolif: 1; SENP8 block-1: 11; SENP7 inh: 18; UBC13 polyUb: 17; PfGluPho inh: 4; SENP8 block-2: 0; HKDC1 inh: -5; SENP1 FRET inh: 1; SENP6 inh: -15

How did Cc1nn(CC(=O)Nc2ccc(C#N)cc2)c(C)c1[N+](=O)[O-] do in these assays?
MIN6 prolif: -3; SENP8 block-1: 11; SENP7 inh: -11; UBC13 polyUb: -8; PfGluPho inh: -7; SENP8 block-2: -10; HKDC1 inh: 1; SENP1 FRET inh: 0; SENP6 inh: -20

How did CN1C(=O)/C(=C/c2ccc(C(=O)NC3CCCC3)cc2)Oc2ccccc21 do in these assays?
MIN6 prolif: -5; SENP8 block-1: -425; SENP7 inh: 9; UBC13 polyUb: 16; PfGluPho inh: 15; SENP8 block-2: 6; HKDC1 inh: -4; SENP1 FRET inh: -22; SENP6 inh: 12

How did CN1CCN(CC(=O)Nc2ccccc2C(F)(F)F)CC1 do in these assays?
MIN6 prolif: -1; SENP8 block-1: 3; SENP7 inh: 1; UBC13 polyUb: -2; PfGluPho inh: 7; SENP8 block-2: 1; HKDC1 inh: 0; SENP1 FRET inh: 1; SENP6 inh: -10

Results for Cn1c(=O)[nH]c(=O)c2c1nc(NCCCO)n2CCCc1ccccc1 ?
MIN6 prolif: -1; SENP8 block-1: 4; SENP7 inh: 4; UBC13 polyUb: 8; PfGluPho inh: 5; SENP8 block-2: 5; HKDC1 inh: 0; SENP1 FRET inh: 1; SENP6 inh: 3

What do the screens show for `Cc1cc(O)cc2c1C(c1ccc(F)cc1)CC1(CC(C)(C)NC(=S)N1)O2` (stereo not given)?
MIN6 prolif: -1; SENP8 block-1: 17; SENP7 inh: 9; UBC13 polyUb: 12; PfGluPho inh: 27; SENP8 block-2: 3; HKDC1 inh: 1; SENP1 FRET inh: 1; SENP6 inh: -11

How did O=C(NNC(=O)C1[C@H]2CCCC[C@@H]12)NC1CCCCC1 (stereo not given in full) do in these assays?
MIN6 prolif: -5; SENP8 block-1: 35; SENP7 inh: -13; UBC13 polyUb: -11; PfGluPho inh: 3; SENP8 block-2: -9; HKDC1 inh: 11; SENP1 FRET inh: 0; SENP6 inh: -1

How did O=S(=O)(c1ccc2c(c1)CCCN2)N1CCCCC1 do in these assays?
MIN6 prolif: 2; SENP8 block-1: -2; SENP7 inh: -7; UBC13 polyUb: -13; PfGluPho inh: 4; SENP8 block-2: -5; HKDC1 inh: 0; SENP1 FRET inh: -8; SENP6 inh: -17

Results for CN(Cc1cccc(F)c1)C(=O)c1ccc(S(=O)(=O)N2CCCCCC2)cc1 ?
MIN6 prolif: -4; SENP8 block-1: 12; SENP7 inh: -8; UBC13 polyUb: -6; PfGluPho inh: -17; SENP8 block-2: -14; HKDC1 inh: -3; SENP1 FRET inh: 0; SENP6 inh: 0

Results for O=C(CNC(=S)N(Cc1ccccc1)Cc1cccnc1)NCc1ccccc1 ?
MIN6 prolif: 0; SENP8 block-1: -8; SENP7 inh: 3; UBC13 polyUb: 2; PfGluPho inh: -2; SENP8 block-2: -2; HKDC1 inh: -2; SENP1 FRET inh: 1; SENP6 inh: -4

What do the screens show for `Nc1cccc2c1C(=O)c1ccc(Cl)cc1C2=O`?
SENP8 block-1: 36; PfGluPho inh: -16; HKDC1 inh: 12; SENP1 FRET inh: 30*

Results for COc1cccc(C(=O)COC(=O)c2ccc(NC(C)=O)cc2)c1 ?
MIN6 prolif: 1; SENP8 block-1: 19; SENP7 inh: 43; UBC13 polyUb: 7; PfGluPho inh: -3; SENP8 block-2: 23; HKDC1 inh: -1; SENP1 FRET inh: 3; SENP6 inh: 49

What do the screens show for `COCCn1c(SCC(=O)N2CCC(C)CC2)nc2c([nH]c3ccccc32)c1=O`?
MIN6 prolif: -1; SENP8 block-1: -9; SENP7 inh: 6; UBC13 polyUb: -11; PfGluPho inh: 15; SENP8 block-2: 3; HKDC1 inh: -7; SENP1 FRET inh: 1; SENP6 inh: -9

What do the screens show for `O=C(Nc1ccc2c(c1)OCCO2)C1c2ccccc2C(=O)N2CCc3ccccc3C12` (stereo not given)?
MIN6 prolif: 6; SENP8 block-1: 28; SENP7 inh: 1; UBC13 polyUb: -8; PfGluPho inh: 9; SENP8 block-2: -4; HKDC1 inh: -1; SENP1 FRET inh: 4; SENP6 inh: -17

What do the screens show for `Brc1ccc2nc(-c3c[nH]c4ccccc34)cn2c1`?
MIN6 prolif: -2; SENP8 block-1: -157; SENP7 inh: 24; UBC13 polyUb: 20; PfGluPho inh: 93*; SENP8 block-2: 79*; HKDC1 inh: 0; SENP1 FRET inh: 0; SENP6 inh: 81*

What do the screens show for `Clc1cccc(CN2CCSCC2)c1`?
MIN6 prolif: 0; SENP8 block-1: 13; SENP7 inh: -4; UBC13 polyUb: -8; PfGluPho inh: 0; SENP8 block-2: 0; HKDC1 inh: 6; SENP1 FRET inh: 2; SENP6 inh: 5

Results for Nc1ccc2nc3c(=O)n(C4CCCCC4)c(=O)[nH]c3nc2c1 ?
MIN6 prolif: 0; SENP8 block-1: -19; SENP7 inh: 7; UBC13 polyUb: -220; PfGluPho inh: 45; SENP8 block-2: 5; HKDC1 inh: 20; SENP1 FRET inh: -36; SENP6 inh: -9

Results for O=C(CSc1ccc(Cl)cc1)NCc1ccncc1 ?
MIN6 prolif: -1; SENP8 block-1: 2; SENP7 inh: 10; UBC13 polyUb: 3; PfGluPho inh: 7; SENP8 block-2: -4; HKDC1 inh: 0; SENP1 FRET inh: 0; SENP6 inh: -3

What do the screens show for `CCCN1Cc2cccc(C(=O)NCc3ccc(C)cc3)c2C1=O`?
MIN6 prolif: 0; SENP8 block-1: 31; SENP7 inh: -5; UBC13 polyUb: -2; PfGluPho inh: 1; SENP8 block-2: -6; HKDC1 inh: 2; SENP1 FRET inh: 1; SENP6 inh: 5

What do the screens show for `CC(C)(C)c1cc(=O)n2c(nc3ccccc32)[nH]1`?
MIN6 prolif: -2; SENP8 block-1: -185; SENP7 inh: -3; UBC13 polyUb: -1; PfGluPho inh: 13; SENP8 block-2: -1; HKDC1 inh: -1; SENP1 FRET inh: 1; SENP6 inh: -1

Results for CCCS(=O)(=O)N1CCC(CCOc2ccccc2)(C(=O)OCC)CC1 ?
MIN6 prolif: 1; SENP8 block-1: -7; SENP7 inh: -7; UBC13 polyUb: 11; PfGluPho inh: -2; SENP8 block-2: -2; HKDC1 inh: -8; SENP1 FRET inh: 3; SENP6 inh: -7

How did CC(=O)NCCOc1cccc(OCCNC(C)=O)c1 do in these assays?
MIN6 prolif: -1; SENP8 block-1: 12; SENP7 inh: 2; UBC13 polyUb: 3; PfGluPho inh: -8; SENP8 block-2: -1; HKDC1 inh: 0; SENP1 FRET inh: 2; SENP6 inh: -3

Results for O=C(Oc1cccccc1=O)c1ccccc1 ?
MIN6 prolif: -5; SENP8 block-1: 7; SENP7 inh: 2; UBC13 polyUb: 1; PfGluPho inh: -16; SENP8 block-2: -5; HKDC1 inh: 5; SENP1 FRET inh: 3; SENP6 inh: 3

Results for CCN(c1ccccc1)S(=O)(=O)c1ccc(OC)c(NC(=O)c2cc(F)c(F)c(F)c2F)c1 ?
MIN6 prolif: -2; SENP8 block-1: 3; SENP7 inh: 14; UBC13 polyUb: 6; PfGluPho inh: 4; SENP8 block-2: 2; HKDC1 inh: -5; SENP1 FRET inh: 1; SENP6 inh: -2

What do the screens show for `Cc1ccc(S(=O)(=O)c2ccccc2)cc1S(=O)(=O)N1CCOCC1`?
MIN6 prolif: 0; SENP8 block-1: 13; SENP7 inh: -5; UBC13 polyUb: -9; PfGluPho inh: -7; SENP8 block-2: -7; HKDC1 inh: -5; SENP1 FRET inh: -2; SENP6 inh: -3

Results for COc1ccc(CCc2nnc(CCC(=O)NCCc3ncccc3C)o2)cc1 ?
MIN6 prolif: 1; SENP8 block-1: 12; SENP7 inh: -7; UBC13 polyUb: 5; PfGluPho inh: -20; SENP8 block-2: -3; HKDC1 inh: 0; SENP1 FRET inh: 2; SENP6 inh: -11

Results for C=CCOC(=O)c1ccccc1C(=O)OCC1CO1 (stereo not given) ?
SENP8 block-1: 9; PfGluPho inh: 5; HKDC1 inh: -6; SENP1 FRET inh: 4

Results for Cc1ccc(S(=O)(=O)N2CCN(C(=O)N3CCOCC3)C2C(C)C)cc1 (stereo not given) ?
MIN6 prolif: 1; SENP8 block-1: 1; SENP7 inh: 5; UBC13 polyUb: -6; PfGluPho inh: -8; SENP8 block-2: -2; HKDC1 inh: 10; SENP1 FRET inh: 2; SENP6 inh: -5

How did COc1cc(NC(=O)C2CCN(S(=O)(=O)c3cnc[nH]3)CC2)cc(OC)c1OC do in these assays?
MIN6 prolif: -2; SENP8 block-1: 16; SENP7 inh: 3; UBC13 polyUb: 5; PfGluPho inh: 10; SENP8 block-2: 0; HKDC1 inh: -11; SENP1 FRET inh: 2; SENP6 inh: -12

What do the screens show for `Cc1ccc(NS(=O)(=O)c2ccc3c(c2)NC(=O)C(C)C(=O)N3)c(Cl)c1` (stereo not given)?
MIN6 prolif: 3; SENP8 block-1: 8; SENP7 inh: 3; UBC13 polyUb: 3; PfGluPho inh: -18; SENP8 block-2: 7; HKDC1 inh: -4; SENP1 FRET inh: 3; SENP6 inh: -8

How did O=C(O)C1=C[C@@H](c2ccc3c(c2)OCO3)C[C@@H](OCc2ccc(CO)cc2)O1 do in these assays?
MIN6 prolif: 9; SENP8 block-1: -60; SENP7 inh: -1; UBC13 polyUb: -2; PfGluPho inh: -5; SENP8 block-2: -2; HKDC1 inh: -5; SENP1 FRET inh: -1; SENP6 inh: -10

What do the screens show for `O=C1Cc2cc(S(=O)(=O)Nc3cccc(F)c3)ccc2N1`?
MIN6 prolif: -3; SENP8 block-1: 5; SENP7 inh: -8; UBC13 polyUb: -1; PfGluPho inh: -13; SENP8 block-2: 0; HKDC1 inh: -1; SENP1 FRET inh: 1; SENP6 inh: -20

Results for Nc1cc(C(=O)OCC(=O)Nc2ccc(N3CCOCC3)cc2)ccc1Cl ?
MIN6 prolif: 1; SENP8 block-1: -291; SENP7 inh: -5; UBC13 polyUb: 4; PfGluPho inh: 2; SENP8 block-2: 2; HKDC1 inh: 5; SENP1 FRET inh: 1; SENP6 inh: -8

What do the screens show for `COc1cccc2sc(N3CCN(C(=O)C4COc5ccccc5O4)CC3)nc12` (stereo not given)?
MIN6 prolif: 1; SENP8 block-1: 14; SENP7 inh: -4; UBC13 polyUb: 7; PfGluPho inh: -12; SENP8 block-2: 3; HKDC1 inh: -1; SENP1 FRET inh: -3; SENP6 inh: -2

Results for O=C(Nc1ccc(NC(=O)C2CCCN2C(=O)OCc2ccccc2)cc1)c1ccco1 (stereo not given) ?
MIN6 prolif: -1; SENP8 block-1: 13; SENP7 inh: 4; UBC13 polyUb: 0; PfGluPho inh: 8; SENP8 block-2: -5; HKDC1 inh: 0; SENP1 FRET inh: 1; SENP6 inh: -17
